EP2 antag – human EP2 receptor antagonists, primary screen, TR-FRET cAMP, C6 glioma cells | Prostaglandin E2 receptor EP2 subtype (Homo sapiens), P43116 | C6 glioma cells expressing human EP2; cells stimulated with saturating PGE2 | inhibition, % at 25 µM | 260,000 tested, 0.52% active | AID 1422, 2008;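 active = percent inhibition above 40 after rounding to a whole number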;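 also: rat C6 glioma host cells with rolipram phosphodiesterase inhibitor present; the protocol text gives 20 µM as final concentration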
Target sequence (P43116 whole entry, looked up): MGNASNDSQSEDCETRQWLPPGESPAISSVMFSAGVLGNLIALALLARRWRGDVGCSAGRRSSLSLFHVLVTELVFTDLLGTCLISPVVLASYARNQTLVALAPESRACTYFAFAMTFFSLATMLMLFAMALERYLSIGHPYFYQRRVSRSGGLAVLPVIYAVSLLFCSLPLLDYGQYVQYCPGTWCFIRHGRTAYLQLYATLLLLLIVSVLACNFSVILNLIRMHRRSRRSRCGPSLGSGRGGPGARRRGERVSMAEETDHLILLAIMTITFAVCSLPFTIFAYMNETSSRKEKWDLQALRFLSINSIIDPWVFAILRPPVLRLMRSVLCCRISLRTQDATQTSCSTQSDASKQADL
Tb hexokinase – Trypanosoma brucei hexokinase 1 inhibitors, primary screen, biochemical, G6PDH-coupled NADH absorbance, MLSCN library. hexokinase 1 [Trypanosoma brucei]. recombinant TbHK1, G6PDH-coupled NADH A340. inhibition, % at 10 µM. 220,000 tested, 0.11% active. AID 1430, 2008;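 active = inhibition of 50% or more in the single-dose primary screen; inactive = inhibition below 50%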
Wee1 stabilizer – Wee1 degradation inhibitors, primary screen, cell-based, HeLa, Wee1K328M-luciferase, luminescence; Wee1-like protein kinase (Homo sapiens), P30291; HeLa Luc-Wee1K328M stability; 100% = proteasome inhibitor MG132 effect; reporter increase, % at 5 µM; 220,000 tested, 1.2% active; AID 1321, 2008;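 active = activation above the mean of all tested compounds plus 3 SD, set per screening run, cut at about 8.8% in these data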;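 also: cells exposed to compound for 20 h before luminescence read; 0% = DMSO alone and 100% = MG132 at 30 µM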
PPC-1+TRAIL kill – compounds killing PPC-1 cancer cells with TRAIL present, primary screen, TRAIL potentiator project, ATPLite luminescence, uHTS; PPC-1 cells + TRAIL, ATPLite viability luminescence; cell killing (% activity), % at 4 µM; 220,000 tested, 0.41% active;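 active = cell killing above 50% in the first pass at 4 µM, then a duplicate retest at 5 µM averaging 50% or more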;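 also: plate controls were cells with TRAIL plus DMSO for no effect and medium-only wells lacking cells for full effect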
zVAD death inh – inhibitors of zVAD-triggered necroptosis, primary screen, L929 cells | L929 zVAD necroptosis rescue, ATP luminescence, 24 h; with zVAD 60 µM | viability rescue, % at 10 µM | 220,000 tested, 0.38% active | AID 1377, 2008;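 active = activation, scaled between plate controls, above about 75%, limit read from the data; inactive = activation under that limit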;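 also: 0% = zVAD with DMSO and 100% = DMSO alone without zVAD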
FXIa inh 1536 – human FXIa protease inhibitors, primary screen, biochemical, 1536-well; 220,000 tested, 0.14% active; inhibition, % at 5 µM; purified FXIa, Boc-Glu-Ala-Arg-AMC fluorogenic substrate; AID 798, 2007; Coagulation factor XI (Homo sapiens), P03951;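 active = inhibition of at least 40%; inactive = inhibition below 40%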;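 also: fluorescence of freed AMC excited at 355 nm; 0% = enzyme without compound and 100% = no enzyme blank; many of its hits are not listed in these tables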
Target sequence (P03951 19-387 limits assumed): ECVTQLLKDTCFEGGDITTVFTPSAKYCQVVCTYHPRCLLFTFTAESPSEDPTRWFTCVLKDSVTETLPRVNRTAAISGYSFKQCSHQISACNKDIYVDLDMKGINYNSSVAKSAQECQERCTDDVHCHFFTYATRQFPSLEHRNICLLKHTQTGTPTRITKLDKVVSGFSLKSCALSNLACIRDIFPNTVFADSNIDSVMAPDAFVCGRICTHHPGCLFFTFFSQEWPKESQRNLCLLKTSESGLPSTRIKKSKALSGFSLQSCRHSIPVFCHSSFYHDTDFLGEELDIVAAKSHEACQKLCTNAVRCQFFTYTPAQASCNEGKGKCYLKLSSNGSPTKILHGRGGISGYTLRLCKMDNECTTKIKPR
Target sequence (P03951 388-625 limits assumed): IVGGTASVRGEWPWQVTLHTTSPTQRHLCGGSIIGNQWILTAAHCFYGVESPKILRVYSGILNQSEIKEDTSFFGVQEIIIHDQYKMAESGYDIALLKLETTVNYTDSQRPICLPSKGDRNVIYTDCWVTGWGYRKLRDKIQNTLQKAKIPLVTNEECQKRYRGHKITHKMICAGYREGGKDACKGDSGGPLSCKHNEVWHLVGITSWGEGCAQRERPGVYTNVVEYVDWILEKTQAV
FXIIa inh 1536 – human FXIIa protease inhibitors, primary screen, biochemical, 1536-well; inhibition, % at 5 µM; Coagulation factor XII (Homo sapiens), P00748; 220,000 tested, 0.3% active; purified FXIIa, Boc-QGR-AMC fluorogenic substrate, 2 h; in the data active = inhibition above about 40%;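 also: 0% = enzyme with no compound and 100% = blank without enzyme; many of its hits are not listed in these tables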
CHOP inhibitor – inhibitors of CHOP promoter induction, primary screen, cell-based, unfolded protein response, luciferase reporter; CHO-K1 CHOP-promoter luciferase, tunicamycin-induced, 15-18 h; inhibition, % at 10 µM; 220,000 tested, 3.8% active;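 active = compounds that reduced the stress-induced luciferase reporter signal by more than about 70% of percent inhibition, limit read from the data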;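 also: 0% = tunicamycin plus vehicle and 100% = wells without tunicamycin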
TNF necrop inh – inhibitors of TNF-alpha triggered necroptosis, primary screen, cell-based, Jurkat FADD-/-, single concentration; Jurkat FADD-/- TNF necroptosis rescue, ATP luminescence, 24 h; 0 = TNF only, 100 = no-TNF cells; activation (protection from cell death), % at 10 µM; 220,000 tested, 0.068% active;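 active = activation, meaning protection from cell death, of at least 50% relative to plate controls; inactive = activation below 50%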;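 also: necroptosis triggered by 40 ng/mL TNF-alpha added together with compound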
* marks the source's active call; other numbers are inactive results; . = not tested or not shown; & = joins results of further samples. A portion of the library. The share of hits here may be higher or lower than overall.

SMILES	EP2 antag	Tb hexokinase	Wee1 stabilizer	PPC-1+TRAIL kill	zVAD death inh	FXIa inh 1536	FXIIa inh 1536	CHOP inhibitor	TNF necrop inh
C=CCN(CC=C)Cc1c(C)[nH]c2ccc(C(=O)OCC)cc2c1=O	7&-11	-6	-1	1	-0.2	0	13	7	-0.4
CC(=O)Cc1nsc(NC(=O)c2ccc(-c3ccc(F)cc3)o2)n1	16	-34	3	6	1.4	-6	-4	6	0.4
CNC(=O)c1cn(-c2ccc(Cl)cc2)c(=O)c2ccccc12	7	-3	7	14	1.6	-2	8	0	-0.5
NC(=O)C1CC(O)CN1c1nc(CN2CCOCC2)nc2scc(-c3ccccc3)c12 (stereo not given)	1	-3	-2	-2	1.6	-5	9	25	0.2
CCN(CC)C(=O)n1cnc(-c2ccccc2)c1-c1ccccc1	9	28	0	13	0.1	-6	-1	47	1.1
CC(=O)C1=C(O)C(=O)N(CCc2ccccc2)C1c1ccccc1[N+](=O)[O-] (stereo not given)	9	21	-3	-3	1.0	-2	6	16	0.6
COc1ccc(S(=O)(=O)N2CCC(O)(c3ccc(Cl)cc3)CC2)cc1	11	-2	-1	9	0.0	3	8	38	-0.4
C/C(=N\NC(=O)CSCc1cccc(Br)c1)c1ccc([N+](=O)[O-])cc1	6	0	0	4	0.2	-8	5	3	-1.2
O=c1cc(/N=C/c2coc3c(ccc4ccccc43)c2=O)[nH]c(=S)[nH]1	14	4	2	14	2.2	-5	2	79*	0.1
O=C(c1ccc(Br)o1)N1CCN=C1SCc1cccnc1	9	-6	1	7	6.1	2	24	18	-1.5
O=C(N/C(=C\c1cccs1)C(=O)N1CCOCC1)c1ccco1	4	-4	-1	-15	-0.8	4	10	-2	-1.0
Cc1ccc2[nH]c(=O)c(CN(CCO)C(=O)NCc3ccccc3)cc2c1	12	.	.	0	.	1	0	4	.
S=C(NCCc1ccc(Cl)cc1)NC1CC1	9	-1	0	3	92*	-3	-1	10	-0.1
CN1CCN(S(=O)(=O)c2ccc3c4c(cccc24)C(=O)N3)CC1	12	-28	-1	6	-0.5	-5	0	-37	-0.9
COC(=O)Nc1ccc(S(=O)(=O)N2CCC(C(=O)NC3CCCCC3)CC2)cc1	8	9	8	9	1.1	17	11	5	3.2
S=C(c1cccs1)N1CCCC1	14	-6	0	20	-0.1	4	14	20	-1.3
O=C(COc1ccc(Cl)cc1)N/N=C/CCc1ccccc1	3	7	-1	1	-0.3	0	9	41	0.1
Cc1cc(=O)oc(C)c1C(=O)NCC(C)C	6	5	0	16	-0.3	-1	-9	11	-0.4
COc1ccccc1Cc1nc2ccccc2n1S(=O)(=O)c1ccc(Cl)cc1	4	1	-2	3	-0.2	2	3	-3	12
CCOC(=O)C1=C(C)NC(SC)=C(C#N)C1CC(C)C (stereo not given)	10	-15	2	-9	0.1	1	1	10	-14
COc1ccc2[nH]c(=O)c(CN(CC3CCCO3)C(=S)Nc3ccc(C)cc3)cc2c1 (stereo not given)	4	-6	-3	.	-0.2	-4	1	12	0.7
COc1cc2[nH]c(=S)n(CCN3CCCCC3C)c(=O)c2cc1OC (stereo not given)	8	-12	-2	25	0.7	20	-5	7	6.9
COC(=O)CN(c1ccc(C(C)C)cc1)S(=O)(=O)c1c(C)[nH]c(=O)[nH]c1=O	20	-3	1	7	1.2	4	15	15	1.9
O=Cc1c(N2CCSCC2)nc2ccccn2c1=O	-1	-37	2	14	-0.4	-2	8	15	1.2
COc1cc(/C=C/C(=O)OCC(=O)N2CCc3ccccc3C2)ccc1O	5	-13	1	11	0.5	5	3	44	0.0
COC(=O)C(CCCCNC(=O)OCc1ccccc1)NC(=O)CN (stereo not given)	9	2	3	-2	-0.3	0	-3	-13	-0.6
Cn1c(=O)c2c(nc(NCCCO)n2Cc2cccc(Br)c2)n(C)c1=O	4	-1	1	-3	-0.8	-18	0	11	-1.9
O=C(CSc1ccc(F)cc1)Nc1ccc(C2SCCS2)cc1	5	-5	9.5*	12	0.4	-8	5	-4	4.8
CCn1c(C)nc2cc(C(=O)N/N=C/c3ccc(OC)cc3)ccc21	3	-23	1	5	0.9	7	10	-10	-1.0
CC(=O)CSc1nc(C(F)(F)F)cc(=O)n1-c1ccccc1	6	2	-2	7	0.1	-1	8	20	-4.4
O=C(/C=C/c1ccccc1)NNC(=O)c1cccnc1	3	-18	-2	10	-0.2	7	12	3	-5.6
CCCc1cc(NC(=O)CCl)n(-c2ccccc2)n1	8	2	0	23	1.0	-5	5	-59	10
Cc1cc(C(F)F)nn1CC(=O)NCc1ccc(Cl)cc1Cl	1	2	-4	8	0.7	-8	6	8	-1.4
CCOc1ncccc1C(=O)OCC(=O)N(CC)c1ccccc1	3	-5	-2	-1	0.8	-4	6	-5	0.4
N#Cc1cnn(-c2nc(SCc3ccccc3)nc3sc4c(c23)CCCC4)c1N	4	-8	1	5	-0.6	-2	11	-30	-0.1
COc1ccc(C2=NO[C@@H]3C(=O)N(c4cccc(C)c4C)C(=O)[C@H]23)cc1OC	7	-6	-1	-11	0.0	7	5	6	-0.9
COc1ccccc1OCCCOc1ccc([N+](=O)[O-])cc1Cl	12	-6	0	4	-0.1	7	15	23	-1.3
COc1ccc(C(C)=O)cc1CN(C)C	10	3	-3	2	1.0	-2	9	1	-0.1
COc1ccc(-c2csc(Cc3nnc(N4CCOCC4)n3-c3ccccc3)n2)cc1	10	3	1	17	0.5	-5	11	28	-0.1
CC(=O)c1ccc(Oc2nc3c(c(=O)n(C)c(=O)n3C)n2C)cc1	10	7	3	2	0.0	-2	12	15	0.8

The closing 7 entries of the section above lead into the next:
SMILES	EP2 antag	Tb hexokinase	Wee1 stabilizer	PPC-1+TRAIL kill	zVAD death inh	FXIa inh 1536	FXIIa inh 1536	CHOP inhibitor	TNF necrop inh
CCOc1ncccc1C(=O)OCC(=O)N(CC)c1ccccc1	3	-5	-2	-1	0.8	-4	6	-5	0.4
N#Cc1cnn(-c2nc(SCc3ccccc3)nc3sc4c(c23)CCCC4)c1N	4	-8	1	5	-0.6	-2	11	-30	-0.1
COc1ccc(C2=NO[C@@H]3C(=O)N(c4cccc(C)c4C)C(=O)[C@H]23)cc1OC	7	-6	-1	-11	0.0	7	5	6	-0.9
COc1ccccc1OCCCOc1ccc([N+](=O)[O-])cc1Cl	12	-6	0	4	-0.1	7	15	23	-1.3
COc1ccc(C(C)=O)cc1CN(C)C	10	3	-3	2	1.0	-2	9	1	-0.1
COc1ccc(-c2csc(Cc3nnc(N4CCOCC4)n3-c3ccccc3)n2)cc1	10	3	1	17	0.5	-5	11	28	-0.1
CC(=O)c1ccc(Oc2nc3c(c(=O)n(C)c(=O)n3C)n2C)cc1	10	7	3	2	0.0	-2	12	15	0.8
CCCC1(CCC)NC(=O)N(CC(=O)N2CCN(C(=O)c3ccco3)CC2)C1=O	11	0	-2	20	0.0	-8	-2	1	-0.8
COc1ccc(Cl)cc1CN1CCN(c2nc(C)cc(C)c2C#N)CC1	15	-13	-1	19	2.5	-1	11	7	0.7
Cn1c(=O)cc(OCCCC(=O)N2CCN(c3ccccn3)CC2)c2ccccc21	7	-5	1	11	-0.3	-4	-2	2	-2.7
CC(NC(=O)CNC(=O)OCc1ccccc1)C(=O)N1CC(O)CC1C(=O)OCc1ccccc1 (stereo not given)	2	51*	-1	-6	0.1	-1	18	14	-8.3
CCC(=O)c1ccc(N2CCCCCC2)c(F)c1	18	-19	1	-1	2.0	19	17	-28	-0.2
O=C(COC(=O)C1(c2ccccc2F)CCCC1)N1CCOCC1	6	-2	-1	8	0.0	7	16	-34	1.1
Cc1ccc(OCC(=O)Nc2ccc(-c3nc4ncccc4o3)cc2)c(C)c1	13	-25	3	17	0.3	4	12	84*	0.9
CCC1CCCN1Cn1cnc2c([nH]c3ccccc32)c1=O (stereo not given)	.	-8	-3	18	-0.5	20	34	-23	0.9
CCOC(=O)c1c(NC(=O)/C=C/c2ccco2)sc(C)c1C	5	-2	1	-3	1.3	24	17	-31	0.0
COc1ccc(C(=O)CSc2nnc(NC(=O)C3CC(=O)N(c4ccccc4)C3)s2)cc1 (stereo not given)	4	-4	1	6	0.1	-1	2	31	2.2
Cc1cc(NC(=O)c2ccc(S(=O)(=O)N3CCOCC3)cc2)no1	2	-6	-3	0	1.8	-2	3	12	0.9
CC1CN(C(=O)CSc2ncnc3sccc23)CC(C)O1 (stereo not given)	12	0	0	7	0.2	-3	-6	26	0.3
N=c1sccn1CC(=O)Nc1cc(Cl)ccc1[N+](=O)[O-]	5	1	-2	23	-0.1	6	15	-23	2.1
Cc1c(NC(=O)C(Sc2ccccc2)c2ccccc2)cccc1[N+](=O)[O-] (stereo not given)	.	1	2	22	-0.2	3	17	43	-5.9
CC[C@@H](C)C(NC(=O)OC(C)(C)C)c1cn([C@@H](CCC(=O)OC(C)(C)C)C(=O)N2CCN(C(=O)OC(C)(C)C)CC2)nn1 (stereo not given in full)	6	-8	3	3	1.4	-1	7	10	2.2
CCCCC(=O)OCC(=O)c1ccc(OCC)cc1	9	-3	1	26	1.1	1	2	-25	0.4
CCOC(=O)Cn1c(=O)oc2cc(S(=O)(=O)N3CCCC(C(=O)OCC)C3)ccc21 (stereo not given)	20	-7	3	-6	0.5	0	1	30	0.2
NC(=O)C1CCN(C(=O)COc2cccc3cccnc23)CC1	6	-2	4	13	3.7	0	7	18	1.2
CN(/C(=N\S(=O)(=O)c1ccccc1)C(F)(F)F)c1ccccc1	11	-7	-1	18	-0.2	22	17	0	-0.5
O=C(c1ccccc1)c1nccc2ccccc12	6	25	0	2	0.1	-6	-5	26	-0.7
COc1ccc(OC)c(C2C3=C(N=c4s/c(=C\c5cccc(O)c5)c(=O)n42)c2ccccc2CC3)c1 (stereo not given)	5	-16	-1	17	0.7	-1	2	29	-2.0
O=C(NC1CCCCCCC1)NC1CCCCC1	10	-3	-2	10	0.0	4	18	-5	0.6
COC(=O)[C@@H](NC(=O)Nc1ccccc1F)C(C)C	8	0	-1	9	0.5	-4	-6	29	-2.2
O=C(O)CCC(=O)Nc1ccc(N=Nc2ccccc2)cc1	5	-21	0	25	2.5	-1	5	6	0.2
COC(=O)C1=C(C)N=C2SCCC(=O)N2C1c1ccc(C(=O)OC)cc1 (stereo not given)	3	-20	-1	9	0.0	1	-2	-1	-0.6
CCOC(=O)c1cccc(NC(=O)C2CCCN(S(=O)(=O)c3c(C)nn(C)c3C)C2)c1 (stereo not given)	20	-3	-1	16	3.4	-8	1	22	-1.3

From PubChem
